ROC1-CUL1 inh: blocks human RBX1-Cullin-1 di-ubiquitin formation | P62877+Q13616 | in vitro K48 di-Ub FRET, acceptor:donor ratio, 45 min | inhibition, % at 10 µM | 0.6% of 140,000 active | AID 1347404; in the data active = inhibition above about 25%
Target sequence (P62877 whole entry, looked up): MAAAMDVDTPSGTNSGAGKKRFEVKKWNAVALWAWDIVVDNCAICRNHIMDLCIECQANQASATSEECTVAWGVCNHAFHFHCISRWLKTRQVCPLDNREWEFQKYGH
Target sequence (Q13616 whole entry, looked up): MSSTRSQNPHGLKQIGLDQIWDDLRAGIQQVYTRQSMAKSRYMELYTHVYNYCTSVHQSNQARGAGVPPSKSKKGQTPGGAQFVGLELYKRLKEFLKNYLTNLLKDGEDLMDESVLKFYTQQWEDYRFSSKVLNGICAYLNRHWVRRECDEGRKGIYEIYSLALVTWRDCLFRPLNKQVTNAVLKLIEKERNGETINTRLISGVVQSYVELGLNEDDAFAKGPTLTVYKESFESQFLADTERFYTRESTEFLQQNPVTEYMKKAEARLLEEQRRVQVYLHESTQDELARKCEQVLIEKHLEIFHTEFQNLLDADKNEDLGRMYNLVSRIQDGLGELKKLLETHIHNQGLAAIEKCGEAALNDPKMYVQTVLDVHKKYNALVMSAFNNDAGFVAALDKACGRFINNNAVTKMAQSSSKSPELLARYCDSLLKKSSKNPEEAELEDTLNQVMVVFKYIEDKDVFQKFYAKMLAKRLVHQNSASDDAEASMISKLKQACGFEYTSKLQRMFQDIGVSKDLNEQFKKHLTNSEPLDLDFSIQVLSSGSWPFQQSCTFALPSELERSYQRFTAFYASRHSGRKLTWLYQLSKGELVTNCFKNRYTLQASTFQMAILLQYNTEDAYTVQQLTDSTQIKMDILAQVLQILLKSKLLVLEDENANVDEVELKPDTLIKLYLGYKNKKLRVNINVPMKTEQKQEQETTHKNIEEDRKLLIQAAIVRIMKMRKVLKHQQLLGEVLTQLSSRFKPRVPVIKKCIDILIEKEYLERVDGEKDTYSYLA
The depositor's hits bear a star. Only part of the results is shown, so the mix of outcomes need not match the whole.

SMILES	ROC1-CUL1 inh
Cc1n[nH]c(C)c1NC(NC(=O)c1ccco1)(C(F)(F)F)C(F)(F)F	4
Cc1ccc(S(=O)(=O)N2CCCCC2)cc1C(=O)NCCc1ccccc1	8
O=C(NCCN1CCCCC1)c1cc(Br)ccc1Cl	4
COc1cccc(N2C(=O)C(=O)C(C(=O)c3ccccc3)C2c2ccc(O)c(OC)c2)c1 (stereo unspecified)	7
CCOC(=O)c1c(C)c(C#N)c2c3ccccc3ccn12	19
Cc1ccc(N2C(=O)c3[nH]nc(-c4ccc(Cl)cc4)c3C2c2ccc(F)cc2)cc1 (stereo unspecified)	2
CCN1CCC(NC2CCCc3nc(N4CCC(CO)CC4)ncc32)CC1 (stereo unspecified)	-6
COc1ccccc1CNC(=O)c1ccc2nc(CCc3ccccc3)oc2c1	-6
Cc1nnc(Sc2c(-c3ccccc3)c3ccc(Cl)cc3[nH]c2=O)s1	-2
CCOC(=O)CN1N=C(c2ccc(Cl)s2)CSC1=O	-5
Cc1ccc(OC(C)C(=O)Nc2c(C)cccc2C)c(C)c1 (stereo unspecified)	-1
COCc1cc(C)nc2sc(C(=O)Oc3ccccc3)c(N)c12	-6
O=C1CN(c2ccc(C(=O)N3CCC(CCc4ccccc4)CC3)cn2)CCN1	-5
O=C(NCN1CCN(CNC(=O)c2cccnc2)CC1)c1cccnc1	0
Cn1c(COc2ccccc2)nnc1SCC(=O)Nc1ccccc1F	2
Clc1ccc(C2=Nn3c(nnc3-c3cccnc3)SC2)cc1	3
O=C(NC1CCN(Cc2ccccc2)CC1)C1CCCC1	4
CCc1ccc(OCC(=O)Nc2ncn[nH]2)c(Br)c1	3
CCN1CCC(NC(=O)c2cccc(Cl)c2)CC1	7
COc1cccc(C(=S)NCS(=O)(=O)c2ccc(C)cc2)c1	-5
O=C1c2cccc3cccc(c23)C(=O)C1Sc1ccccc1	99*
c1ccc(Cn2nnc3c(N4CCCC4)ncnc32)cc1	-2
CC(Oc1cc(Cl)c(Cl)cc1Cl)C(=O)Nc1nc2ccccc2s1 (stereo unspecified)	0
CCC(=O)N[C@@H]1c2ccccc2C2(CCN(C(=O)c3cnn(CC)c3)CC2)[C@H]1OCc1cccnc1	1
CCCC1=NN2C(=N)/C(=C/c3cn(CCOc4cccc(C)c4)c4ccccc34)C(=O)N=C2S1	4
Cc1ccc(NC(=O)C2CCN(S(=O)(=O)c3ccc4[nH]c5c(c4c3)CCCCC5)CC2)cc1	-1
COc1cccc(NC(=O)/C(C#N)=C\c2cn(Cc3ccc(C)cc3)c3ccccc23)c1	-4
CCOc1ccc(-n2ccnc2SCC(=O)Nc2ccc3c(c2)OCO3)cc1	1
CCOc1cc(C(c2c(C)[nH][nH]c2=O)c2c(C)[nH][nH]c2=O)ccc1OCc1cccc2ccccc12	45*
CCOC(=O)c1c(NC(=O)c2ccncc2)sc2c1CC(C)(C)OC2	2

Brought forward from above: 7 entries; new compounds follow.
SMILES	ROC1-CUL1 inh
CCC(=O)N[C@@H]1c2ccccc2C2(CCN(C(=O)c3cnn(CC)c3)CC2)[C@H]1OCc1cccnc1	1
CCCC1=NN2C(=N)/C(=C/c3cn(CCOc4cccc(C)c4)c4ccccc34)C(=O)N=C2S1	4
Cc1ccc(NC(=O)C2CCN(S(=O)(=O)c3ccc4[nH]c5c(c4c3)CCCCC5)CC2)cc1	-1
COc1cccc(NC(=O)/C(C#N)=C\c2cn(Cc3ccc(C)cc3)c3ccccc23)c1	-4
CCOc1ccc(-n2ccnc2SCC(=O)Nc2ccc3c(c2)OCO3)cc1	1
CCOc1cc(C(c2c(C)[nH][nH]c2=O)c2c(C)[nH][nH]c2=O)ccc1OCc1cccc2ccccc12	45*
CCOC(=O)c1c(NC(=O)c2ccncc2)sc2c1CC(C)(C)OC2	2
COc1ccc(C2OCC(C)(C(=O)O)CO2)cc1 (stereo unspecified)	1
CC(C)Cn1c(=S)[nH]c2sc3c(c2c1=O)CC(C)(C)OC3	-4
CCOC(=O)c1c(-c2ccc(C)cc2)csc1NC(=O)c1cc(=O)c2cc(C)ccc2o1	-2
COc1cc(C(=S)N2CCOCC2)cc(OC)c1OC(=O)CCc1ccccc1	-1
CNC(=O)C1CC(O)CN1C(=O)Oc1ccccc1 (stereo unspecified)	3
COc1ccc(C(=O)Nc2ccccc2-c2nc3ccccc3s2)cc1OC	-2
CCC(=O)Nc1ccc2nc(SCC(=O)N3CCOCC3)sc2c1	8
CCc1ccc(C(=O)N2CCN(c3ccc(OC)cc3)CC2)s1	5
CNCC(O)CN(c1ccccc1)c1ccccc1 (stereo unspecified)	-6
c1cc2c3c(ccnc3c1)NCC2	-2
Cc1cc(NC(=O)c2ccco2)cc(-c2nc3ccccc3o2)c1O	-8
Cc1nc2nc(NC(=O)c3ccc(F)cc3)[nH]n2c(=O)c1Cc1ccccc1	-3
CCOC(=O)c1nnn(-c2nonc2N)c1-c1cccc([N+](=O)[O-])c1	-9
C/C(CC(=O)NC1CCCCCC1)=N\NC(=O)c1cccnc1	2
Cn1c(SCC(=O)O)nnc1-c1ccc(N)cc1	-3
CCN(CC)CCNC(=O)c1cc2c(=O)n(C)c3cc(Cl)ccc3c2s1	-13
CC1CCC2(CC1)N=C(c1ccccc1)C(=O)N2CC(=O)Nc1ccc(F)c(Cl)c1 (stereo unspecified)	-3
O=C(Cn1cc(S(=O)(=O)Cc2cccc(Cl)c2)c2ccccc21)Nc1ccccc1C(F)(F)F	-8
Cc1ccc(CNS(=O)(=O)c2ccc(Cl)cc2)cc1	-2
C=CCN1C(=O)/C(=C\c2ccc(C(=O)OC)cc2)C(C(=O)OC)=C1C	-2
C/C(Cl)=C/Cn1c(SCCCc2ccccc2)nc2c1c(=O)[nH]c(=O)n2C	-14
COc1ccc(Cl)cc1NC(=O)Cn1ccn(-c2cc(C)cc(C)c2)c(=O)c1=O	3
Fc1cccc(-c2cnnc(N3C[C@H]4CC[C@H]3C4)n2)c1	5
CN1c2ccccc2Sc2cc(C=C3C(=O)c4ccccc4C3=O)ccc21	-4
NC(=O)N=Nc1c(O)[nH]c2c(Cl)cc(Cl)cc12	10
CC(C)(C)c1ccc(C(=O)Nc2ccccc2C(=O)OCc2cc(=O)n3ccsc3n2)cc1	-8
COc1cccc(CCNC(=O)c2cnc3sc(N4CCCCCC4)nn3c2=O)c1	5
O=C1NC(=Nc2ccc(C(=O)O)cc2)S/C1=C/c1ccccc1OCc1ccccc1	94*
COc1ccc(NC(=O)CCC2CCN(Cc3cccc(C)n3)CC2)c(OC)c1	2
Clc1ccc(N=Cc2nc3ccccc3n2Cc2ccccc2)cc1	14
CC1(c2ccccc2)CC(C)(C)N(C(=O)c2cccc(Cl)c2)c2ccccc21 (stereo unspecified)	3
Cc1cc(-c2n[nH]c3c2CN(C(=O)c2scc4c2CCCC4)CC3)no1	1
COCCOc1ccc(C(=O)Nc2ccccc2)cc1	-4
COCCN1C(=O)/C(=C/c2ccc(Br)s2)SC1=Nc1ccccc1	-6
C=C(CO)C1(c2ccccc2)C2CC3CC(C2)CC1C3 (stereo unspecified)	-1
c1ccc(Cc2nnc3sc(-c4ccc5c(c4)OCO5)nn23)cc1	4
CCOc1ccc(CCNC(=O)CN2CCN(Cc3ccc(F)cc3Cl)C2=O)cc1OCC	1
CCCNC(=O)c1nnn(-c2ccc(C)c(Cl)c2)c1C	5
Cc1ccc(C(=O)N2CCn3c4c(c5cc(C)ccc53)CCCC42)cc1 (stereo unspecified)	7
CC(=O)N1CCN(c2ncccc2CNC(=O)c2ccc(F)cc2F)CC1	-10
Cc1c(Br)c(C(F)(F)F)nn1CC(=O)NCCc1ccccc1	-5
CC(=O)N1CCC(N2CCC(C3CCN(c4ncccn4)CC3)C2)CC1 (stereo unspecified)	-4
O=C1CCSC2(C(=O)N(Cc3ccccc3)c3ccccc32)N1c1ccccc1 (stereo unspecified)	3
Cc1c[n+]2c([S-])nn(C)c2c(C)n1	-4
O=C(Nc1cccc(Cl)c1Cl)c1ccc2c(c1)N(Cc1cccc(Cl)c1)C(=O)c1ccccc1S2=O (stereo unspecified)	-4

As a short view, two of the compounds above.
SMILES	ROC1-CUL1 inh
CC1(c2ccccc2)CC(C)(C)N(C(=O)c2cccc(Cl)c2)c2ccccc21 (stereo unspecified)	3
Cc1cc(-c2n[nH]c3c2CN(C(=O)c2scc4c2CCCC4)CC3)no1	1

Next part:
SMILES	ROC1-CUL1 inh
Cn1cc(-c2cc3n(n2)CCC(=O)N3CCCC(=O)NCc2ccccc2Cl)c2ccccc21	2
O=C1C=C(c2ccccc2)OC(=O)C1	1
Cc1ncc(CO)c(C=Nc2ccc(N(C)C)cc2)c1O	0
CCc1nn(-c2ccccc2)c2nc(-c3ccc(O)cc3)c3cc(OC)c(OC)cc3c12	-1
COc1cc(CN(C(=O)c2ccc(OC(C)C)cc2)c2ccccn2)cc(OC)c1OC	-6
CCOc1ccc(C2CC(=O)C3C(=NC(C)=C(C(=O)OC)C3c3cc(OC)c(OC)c(OC)c3)C2)cc1OC (stereo unspecified)	2
Cc1ccc(C(=O)Nc2cccc(-c3nc4ccccc4o3)c2)c(Cl)c1	2
CCCc1nn2c(=O)cc(COC(=O)CNC(=O)COc3ccc(C)cc3)nc2s1	-8
O=[N+]([O-])c1ccc(S(=O)(=O)N/N=C/c2ccsc2)cc1	8
CCOC(=O)c1nnn2c3ccccc3c(=O)n(CC(=O)c3ccc(Cl)cc3)c12	6
Cc1ccc2c(c1)Nc1nc3ccccc3nc1O2	6
C[C@@H]1CCC2C(C(=O)[C@H](C)CCC1=O)C2(C)C (stereo partly specified)	-6
O=c1[nH]c(=O)c2c(-c3ccc(-c4ccccc4)cc3)ccnc2[nH]1	4
Cc1ccc(CNC(=O)c2cccc(NC(=O)N3CCSc4ncccc43)c2)cc1	1
O=C(c1cc(-c2ccc(Br)cc2)n[nH]1)N1CCN(S(=O)(=O)c2ccc(Br)cc2)CC1	4
Cc1ccc(N2CCN(CC(=O)Nc3ccc(Br)cc3)CC2)cc1Cl	5
O=C(Nc1ccc(Br)cc1F)c1ccncc1	2
Cc1cc(C)cc(NS(=O)(=O)c2c(C)nc3scc(C)n3c2=O)c1	4
C/C=C/Cn1c(=O)c2c(nc3n(CC(C)C)c(C)c(C)n23)n(C)c1=O	6
CCOC(=O)CCc1c(C)nc2c(c(C)nn2-c2ccc(C)cc2)c1C	-11
CSc1ccc(CNCc2c(C(=O)O)c(C)n(Cc3ccc(F)cc3Cl)c2C)cc1	-2
Cn1c(=O)c2c(ncn2CC(=O)Nc2ccc(S(=O)(=O)N3CCCC3)cc2)n(C)c1=O	-6
CCn1c(SC/C=C/c2ccccc2)nnc1-c1ccccn1	3
Cc1ccc(-c2cn3cc([N+](=O)[O-])ccc3n2)cc1	-6
CC(C)c1nc2cc(C(=O)NCC3CCS(=O)(=O)C3)ccc2o1 (stereo unspecified)	2
C=CCOc1c(Cl)cc(/C=C2\C(=O)N(CCC#N)N=C2C)cc1OCC	-1
Cc1noc(C)c1Cn1ccc(-c2cccc(-c3cc(N(C)C)ncn3)c2)n1	0
CCOC(=O)c1ccc(NC(=O)CSc2nnc(-c3ccncc3)n2-c2ccccc2)cc1	-4
Clc1cccc(CSc2nnc(-c3ccc(Cl)cc3Cl)o2)c1	-5
CCOC(=O)C1C(=O)NC(N2CCCCC2)=NC1c1cccs1 (stereo unspecified)	0
CN(c1ccc(C(=O)N2CCC(CCn3cccn3)CC2)cn1)C1CCOC1 (stereo unspecified)	5
CCN(CC)CCCNc1oc(-c2ccc(OC)cc2)nc1C#N	-6
Cc1ccc2c(c1)/C(=C\CC(=O)O)c1ccccc1CS2	8
CCOC(=O)c1c(C)[nH]c(C)c1S(=O)(=O)N(C)CC(=O)NCc1cccc(Br)c1	-10
Cc1ccc(O)c(NC(=O)c2ccc3c(c2)C(=O)N(C(C)(C)C)C3=O)c1	4
C=CCCC(=O)N1CCCCC1C(=O)Nc1cccc(-c2nnc(C)s2)c1 (stereo unspecified)	2
OCc1cnn(-c2ccccc2)c1	-11
Cc1ccoc1C(=O)N1CCC(N2CCCC(C(=O)NCc3ccccc3)C2)CC1 (stereo unspecified)	16
CCOc1ccc(CCn2cnc3oc(-c4ccccc4)c(-c4ccccc4)c3c2=N)cc1OCC	-3
CCOC(=O)c1cc(-c2ccc(C)cc2)n(CCC(=O)Nc2ccc(OC)c(OC)c2)c1C	1
Cc1ccc(CNc2cc(C)nc3nc(-c4cccc(C)c4)nn23)cc1	-2
O=C(c1ccc(F)cc1)c1cn(Cc2ccccc2F)c2cc3c(cc2c1=O)OCCO3	-9
O=C(Nc1ccc(C2(c3ccc(NC(=O)C(F)(F)F)cc3)c3ccccc3-c3ccccc32)cc1)C(F)(F)F	-8
CCOc1cc(C(=O)Nc2cc3nn(-c4ccccc4)nc3cc2Cl)cc(OCC)c1OCC	15
CC(=O)c1sc(NC(=O)c2ccc(Cl)cc2)nc1C	2
COc1[nH]c2c(c(=O)c1NC(C)=O)c(=O)n(C)c(=O)n2C	0
Cc1nnc(N2CCC(C(=O)NCCc3ccccc3)CC2)c2nn(-c3ccccc3)c(C)c12	-8
c1ccc(-c2cc(-c3ccccc3)[n+](Cc3ccncc3)c(-c3ccccc3)c2)cc1	-2
O=C(c1cccs1)C(C=Nc1ccc(Cl)cc1)C(=O)C(F)(F)F (stereo unspecified)	2
CCc1cccc(C)c1NC(=O)C(C)Oc1ccccc1 (stereo unspecified)	-1
S=C(Nc1ccc(Cl)cc1)c1sc(N2CCCCC2)nc1N1CCOCC1	3
O=C(O)Cn1cnc2sc3c(c2c1=O)CCCC3	-5
O=C1c2ccccc2C(=O)N1c1cc(C(F)(F)F)ccc1Cl	-12
COc1cccc(-c2cnc(-c3ccncc3)nc2C2CCN(C(=O)/C=C/c3cccc(F)c3)CC2)c1	6
Cc1cccc(NC(=O)Cn2c(=O)n(CCc3ccccc3)c(=O)c3sc4ccccc4c32)c1	-2
CN(C(=O)c1ccco1)C(Cc1ccc(F)cc1F)C1CCN(Cc2cc(F)ccc2F)CC1 (stereo unspecified)	0
Cc1ccc(C(=O)N2CCN(Cc3ccc(F)cc3)CC2)o1	-9

Entries above printed as active in ROC1-CUL1 inh:
SMILES	ROC1-CUL1 inh
O=C1c2cccc3cccc(c23)C(=O)C1Sc1ccccc1	99*
CCOc1cc(C(c2c(C)[nH][nH]c2=O)c2c(C)[nH][nH]c2=O)ccc1OCc1cccc2ccccc12	45*
O=C1NC(=Nc2ccc(C(=O)O)cc2)S/C1=C/c1ccccc1OCc1ccccc1	94*

High-throughput results from PubChem.
